AI-2 QS mod – modulators of Vibrio harveyi AI-2 quorum sensing system; Vibrio harveyi JMH597 AI-2 luminescence/OD600 ratio, 9 h; active compounds read low; strain lacks LuxN and CqsS sensors; 0 = neutral-control median; activity change, % at 7.5 µM; 300,000 tested, 0.4% active; in the data active = activity change below about -75%, passing the limit was not always enough;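 note: luminescence divided by OD600 gain over 9 h not by final OD600 alone; inactives centre near 13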
HSF-1 act – increases HSF-1 driven luciferase reporter signal. NIH3T3-HGL HSF-1 luciferase reporter, MG132, 8 h; 100% = twice DMSO control signal. AID 504408. 300,000 tested, 1.7% active. activation, % at 9 µM;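 active = mean replicate activation of at least 50% with a set share of replicates each reaching 50%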;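 note: 0% = median of the neutral control wells and 100% = twice that signal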
aSyn UTR inh – MLPCN primary screen, SNCA 5' untranslated region; alpha-synuclein 5'UTR reporter, inhibitor activity; inhibition, % (tested at 7.5 µM); 300,000 tested, 0.82% active; AID 1813; in the data active = inhibition above about 60%;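 note: H4 neuroglioblastoma cells stably carrying SNCA 5'UTR luciferase fusion; 0% = DMSO wells and 100% = positive control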
HSP90 refold inh – HSP90 refolding inhibition in rabbit reticulocyte lysate; inhibition, % at 5.6 µM; luciferase refolding luminescence, 3 h; 290,000 tested, 0.91% active; AID 1789;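 active = inhibition above the screen-wide mean plus 3 SD, computed separately per campaign, cut at about 16% in these data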;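 note: 0% = DMSO wells and 100% = 60 µM geldanamycin wells; inhibitors lower the luminescence because luciferase stays unfolded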
GSK3beta inhib – human GSK3beta kinase inhibition. P49841. GST-GSK3beta kinase, ADP-Glo luminescence, 60 min; active compounds read low. activity score (negative = inhibition), % at 10 µM. 300,000 tested, 0.038% active;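 active = more than half of replicate wells score below -50%, meaning over 50% inhibition versus plate controls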;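 note: 0% = median DMSO wells and -100% = median GW8510 positive control wells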
Target sequence (P49841 whole entry, looked up): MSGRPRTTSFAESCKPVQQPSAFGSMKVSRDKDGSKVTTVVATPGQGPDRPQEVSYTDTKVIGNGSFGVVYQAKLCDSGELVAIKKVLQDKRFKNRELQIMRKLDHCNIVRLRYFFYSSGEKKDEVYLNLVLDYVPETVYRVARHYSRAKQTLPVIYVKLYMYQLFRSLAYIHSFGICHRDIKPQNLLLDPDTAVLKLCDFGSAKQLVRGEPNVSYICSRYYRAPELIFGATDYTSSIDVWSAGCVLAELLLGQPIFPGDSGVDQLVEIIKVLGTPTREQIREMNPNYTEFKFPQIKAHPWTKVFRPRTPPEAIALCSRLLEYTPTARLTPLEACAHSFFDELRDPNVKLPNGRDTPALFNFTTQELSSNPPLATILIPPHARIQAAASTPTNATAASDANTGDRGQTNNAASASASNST
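Test system: GST-tagged human GSK3beta kinase, cell-free; evaluation: activity score scaled between in-plate DMSO and GW8510 controls; measured by: ADP-Glo luminescence; incubation: 60 min reaction, RT; benchmarks: DMSO and 20 µM GW8510; reagent: peptide substrate plus 25 µM ATP (final); medium: Tris/MgCl2 kinase buffer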
GSK3A inh – inhibitors of human GSK-3 alpha kinase. P49840. ADP-Glo luminescence, 60 min. inhibition, % at 10 µM. 320,000 tested, 0.1% active. AID 2650;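 in the data active = inhibition above about 50%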;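 note: GST-tagged GSK-3 alpha with peptide substrate and 25 µM ATP; 0% = DMSO neutral wells and 100% = GW8510 positive control wells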
Target sequence (P49840 whole entry, looked up): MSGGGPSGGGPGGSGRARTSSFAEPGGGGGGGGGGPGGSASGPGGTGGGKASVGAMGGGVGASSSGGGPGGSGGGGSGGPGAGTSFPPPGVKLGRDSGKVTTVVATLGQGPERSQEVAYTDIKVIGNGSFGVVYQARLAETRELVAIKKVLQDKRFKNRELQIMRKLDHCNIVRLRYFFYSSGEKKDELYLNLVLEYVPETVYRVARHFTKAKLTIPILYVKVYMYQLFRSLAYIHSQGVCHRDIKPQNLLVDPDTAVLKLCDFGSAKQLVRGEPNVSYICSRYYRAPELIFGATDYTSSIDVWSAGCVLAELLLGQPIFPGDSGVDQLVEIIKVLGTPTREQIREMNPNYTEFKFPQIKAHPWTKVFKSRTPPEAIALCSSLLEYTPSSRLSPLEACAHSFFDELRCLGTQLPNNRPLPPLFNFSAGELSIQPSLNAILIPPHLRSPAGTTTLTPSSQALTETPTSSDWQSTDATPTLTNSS
HSF1 inhib – HSF1 inhibition | NIH3T3-HGL HSE-luciferase, MG132-induced, luminescence 8 h; active compounds read low | activity change, negative = inhibition, % at 7.5 µM (by protocol) | 300,000 tested, 0.77% active | AID 2098;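 active = more than half of replicate wells show activity change below -50%, luminescence cut by over half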;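 note: luciferase reports HSF-1 transcriptional activity via heat shock element; 0% = median of DMSO wells and -100% = zero luminescence signal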
HIF act – HIF pathway transcriptional activation; U2OS HRE-luciferase reporter, luminescence; normalized: DMSO 0%, desferrioxamine 100%; activation, % at 7.5 µM (by protocol); 300,000 tested, 0.32% active;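 active = mean activation of at least 10% of the iron chelator positive control signal, with at least half of replicates also reaching 10%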
KLF5 inhibitor – kruppel-like factor 5 inhibition | DLD-1 KLF5 promoter-luciferase reporter, luminescence | inhibition, % at 5 µM | 290,000 tested, 0.23% active;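 active = inhibition above a per-plate limit of that plate's mean compound inhibition plus 3 SD, cut at about 60% in these data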;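 note: 0% = DMSO wells and 100% = LY294002 at 200 µM; higher means less KLF5 promoter-driven luciferase light; inactives centre near -14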
IEC-6 cytotox – counter-screen for KLF5 inhibitors: cytotoxicity in IEC-6 cells | 290,000 tested, 0.78% active | inhibition, % at 5 µM | IEC-6 cytotoxicity, luminescence viability; in the data active = inhibition above about 22%;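 note: 0% = plate median of test compound wells and 100% = cytotoxic reference compound wells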
The depositor's hits bear a star; . = no result given.

mol,IEC-6 cytotox,HSF-1 act,KLF5 inhibitor,GSK3A inh,aSyn UTR inh,AI-2 QS mod,GSK3beta inhib,HIF act,HSF1 inhib,HSP90 refold inh
Cc1n[nH]c(C)c1S(=O)(=O)N1CCN(C2CCCCC2)CC1,3,15,-12,1,-41,12,1,0.2,-1,0
Cc1nc2scc(-c3ccco3)c2c(=O)n1/N=C/N(C)C,-14,18,-8,-1,-8,29,1,0.1,2,0
Cn1c(SCC(=O)NCC2CCCO2)nc2c([nH]c3ccccc32)c1=O (stereo not drawn),-4,6,-5,1,1,33,0,0.0,3,-1
O=C1CSCC(=O)N1Cc1ccc(Cl)cc1Cl,3,4,-24,-1,-1,-2,5,-0.8,-8,3
Cc1ccc(Cn2c(CN(C)Cc3ccccc3)nc3c2c(=O)n(C)c(=O)n3C)cc1,-3,-20,-16,0,14,11,1,-0.1,-3,1
Cc1ccc(C)c(NC(=O)CCN2CC(C)CC(C)C2)c1 (stereo not drawn),-1,-1,7,0,7,20,2,-0.6,1,3
O=C(COC(=O)CCOc1ccccc1)NCCC1=CCCCC1,3,6,-28,-2,6,10,0,-0.7,-5,-1
O=C(NCCCN1CCOCC1)/C(=C/c1ccco1)NC(=O)c1ccccc1,-3,-5,-25,-3,-4,16,1,0.5,-2,-1
COc1ccccc1N1CCN(c2cc(=O)n(-c3ccc(Cl)cc3)c(=O)[nH]2)CC1,3,1,-29,-1,11,28,-1,-0.3,1,-4
Cc1sc2ncnc(SCC(=O)N3CCC(c4noc5ccc(F)cc45)CC3)c2c1C,-5,.,-6,-2,.,16,4,.,.,0
CN(c1ccc(C(=O)N2CCOCC2)cc1)S(=O)(=O)c1cccs1,-2,-1,-18,-2,-4,22,1,0.7,-4,-2
O=C(CSc1nc2ccccc2n1S(=O)(=O)c1cccc([N+](=O)[O-])c1)NCCc1ccccc1,8,13,-5,-2,-48,7,1,0.1,3,1

One compound at a time (already shown). Screens in order: IEC-6 cytotox | HSF-1 act | KLF5 inhibitor | GSK3A inh | aSyn UTR inh | AI-2 QS mod | GSK3beta inhib | HIF act | HSF1 inhib | HSP90 refold inh
Cc1n[nH]c(C)c1S(=O)(=O)N1CCN(C2CCCCC2)CC1 reads 3 | 15 | -12 | 1 | -41 | 12 | 1 | 0.2 | -1 | 0
O=C1CSCC(=O)N1Cc1ccc(Cl)cc1Cl reads 3 | 4 | -24 | -1 | -1 | -2 | 5 | -0.8 | -8 | 3

(continued)
mol,IEC-6 cytotox,HSF-1 act,KLF5 inhibitor,GSK3A inh,aSyn UTR inh,AI-2 QS mod,GSK3beta inhib,HIF act,HSF1 inhib,HSP90 refold inh
CCOC(=O)c1ccc(NC(=O)CC2S/C(=N/N=C/c3c[nH]c4ccccc34)NC2=O)cc1 (stereo not drawn),-10,-1,9,-2,-27,41,0,0.4,3,-3
COc1ccc(C2C=C(c3ccccc3)Nc3nc(NC(C)=O)nn32)cc1 (stereo not drawn),0,-3,-19,-1,40,7,2,-0.4,9,-1
CCOc1cc(-c2noc(N)c2C#N)cc(OCC)c1OCC,-3,23,-31,0,8,16,1,-0.1,6,2
CCC(Sc1ccc2nnc(CCNS(=O)(=O)c3ccc(OC)cc3)n2n1)C(=O)OC (stereo not drawn),2,1,-11,0,8,33,2,-0.2,5,-1
COc1ccc(Cl)cc1NC(=O)CN1C(=O)NC2(CCCC2)C1=O,-2,4,-3,-2,3,15,-1,0.0,0,-1
Cc1c(CC(=O)N2C[C@H]3C[C@@H](C2)c2cccc(=O)n2C3)c(=O)oc2cc3occ(C(C)(C)C)c3cc12,-3,4,10,0,26,18,-2,-0.3,-4,-3
Nc1c(-c2nn[nH]n2)cnn1-c1cc(Cl)cc(Cl)c1,1,16,-16,-1,17,43,3,0.0,9,2
C#CCOc1ccc(C2C3=C(CC(C)(C)CC3=O)N(CC(=O)O)C3=C2C(=O)CC(C)(C)C3)cc1,-6,22,-31,0,3,19,-2,1.6,-1,-2
COc1cccc(NC(=S)N2C3CCCC2CC(NC(=O)C2CC2)C3)c1 (stereo not drawn),-7,26,5,-1,-2,4,2,0.3,9,5
O=C(NCc1n[nH]c(=S)n1-c1ccc(Br)cc1)c1ccc(S(=O)(=O)N2CCCC2)cc1,3,9,-20,-3,9,26,-1,-0.5,-6,-2
COC(c1ccccc1)c1nc2ccccc2[nH]c1=O (stereo not drawn),-1,2,-41,-1,18,30,0,-14,-3,2
CCOC(=O)N1CCN(C(=O)C(=O)NN)CC1,-3,-12,23,1,0,27,3,-0.2,-4,4
Cc1cc(C)n2nc(C(=O)Nc3nnc(C4CC4)s3)nc2n1,-3,-6,-7,-1,16,33,0,-0.3,-10,0
CCCCc1nnc(NC(=O)CN2C(=O)c3ccccc3C2=O)s1,-3,5,-12,1,-1,-86*,1,0.0,2,0
CCCSc1nsc(N)n1,-6,4,-62,-4,-42,20,1,0.1,3,0
CC1=NN(c2ccccc2)C(=O)/C1=C\c1sccc1C,4,5,20,0,12,18,-1,0.0,-2,5
CC(=O)Nc1ccc(NC(=O)C(C)OC(=O)CNC(=O)c2sc3ccccc3c2Cl)cc1 (stereo not drawn),-6,-2,-36,-3,-2,20,4,0.1,5,-2
Cc1cc(NC(=O)CCS(=O)(=O)c2ccc(F)cc2)no1,.,-7,.,-2,-1,15,2,-0.1,-6,.
O=C(NCCc1csc(-c2cccnc2)n1)c1ccccc1Br,-1,-3,-20,0,-17,20,-2,0.7,0,-2
Cc1c(C(=O)O)oc2ccc(S(=O)(=O)N3CC(C)CC(C)C3)cc12 (stereo not drawn),5,.,2,-4,.,22,-1,.,.,0
CC(=O)Nc1ccc(S(=O)(=O)N2CCCC2C(=O)O)cc1 (stereo not drawn),2,-12,-16,-1,12,27,-1,-0.1,-6,0
O=C1/C(=C\c2ccco2)SC(=S)N1Cc1ccccc1,-2,-19,-4,3,-4,7,-2,-1.0,-5,-2
Cc1cc(C)c(C)c(C(=O)COC(=O)CNC(=O)CNC(=O)c2ccco2)c1C,6,-2,-30,-2,-33,7,-6,-0.1,-6,2
O=C(Cc1ccc(F)cc1)NCc1cccnc1,1,19,-15,.,-10,13,2,0.1,-4,2
COc1cccc(C(=O)Nc2c(C)nn(-c3ccccc3)c2C)c1,4,5,-28,-1,5,10,0,-0.4,2,2
COC(=O)CCC(=O)Nc1sc2c(c1C#N)CCCC2,1,-17,-24,0,-20,18,3,0.2,-4,-1
NC(=O)c1ccccc1NC(=O)/C=C/c1ccccc1,-9,29,-118,2,-116,7,2,2.1,21,-2
CN1CCN(C(=O)Cn2c(=O)oc3cc(S(=O)(=O)NCc4ccccc4)ccc32)CC1,-4,.,-12,-3,.,.,.,.,.,-1
CC(CCc1ccccc1)NC(=O)C(=O)NCc1ccccc1 (stereo not drawn),0,-13,-39,-1,9,16,-1,-0.2,-17,2
NC(=O)c1ccsc1NC(=O)c1ccco1,2,27,-17,8,-48,1,2,0.2,3,-4
CCCCN(CCCC)c1nc2ccccc2nc1NS(=O)(=O)c1ccc(NC(C)=O)cc1,2,8,-9,1,18,18,2,-0.1,7,-1
CCOc1ccccc1NC(=O)C1C2CCC3C(CCC21)C3(Cl)Cl (stereo not drawn),-2,-7,-10,0,14,23,1,-0.3,0,-1
NNC(=O)c1ccc(S(=O)(=O)N2CCc3ccccc32)cc1,9,33,-37,14,7,24,-2,-7.8,7,-1
COc1ccc(-c2ccnc(SCC(=O)c3ccc(OC)c(OC)c3)n2)cc1,-11,-25,0,-2,25,34,-1,0.1,-13,1
Cc1cc(C)c(C#N)c(SCC(=O)OC2CCCCC2)n1,-12,24,-31,.,2,33,2,-0.2,1,-2
COCCCC1CCN(C(=O)CCc2nnc(CCCCc3ccccc3)o2)CC1,-9,-41,-15,1,-11,26,2,1.0,-23,-1
Cc1ccccc1NC(=O)C1CC(Cl)=CCC1C(=O)O (stereo not drawn),2,-1,-7,-3,4,19,1,-0.2,-7,0
CCOC(=O)c1sc(NC(=O)c2ccccc2F)c(C(N)=O)c1C,-5,3,-7,-1,-5,9,3,-20,-2,-1
Cc1nc2cc(-c3ccc(Cl)cc3)nn2c(C)c1CCC(=O)NCc1ccco1,10,-9,-57,3,56,11,4,-2.0,-7,0
CSc1nsc(SC)c1NC(=O)OCCc1ccccn1,2,16,-3,1,3,25,1,-4.7,10,0
CC1Cc2ccccc2N1CC(=O)Nc1cccc(S(N)(=O)=O)c1 (stereo not drawn),1,-51,-30,1,13,9,2,-0.3,-43,2
O=C(O)C(NS(=O)(=O)c1cccc2nsnc12)c1ccccc1 (stereo not drawn),7,-4,-37,-3,20,11,1,-0.1,0,3
COc1cc(NC(=S)N2CCN(C)CC2)c(OC)cc1Cl,4,1,-21,0,-19,7,-1,-0.1,-2,6
O=C(COC(=O)/C=C/c1ccc2c(c1)OCO2)Nc1ccc(S(=O)(=O)N2CCCC2)cc1,10,-9,13,-3,-3,31,0,-0.4,0,-5
Cc1cnc(CNC(=O)CC2C(=O)NCCN2Cc2ccccc2F)cn1 (stereo not drawn),-1,18,-26,-1,9,12,0,0.7,3,-2
CC(=O)N1CCN(c2ccc(NCc3ccc(F)cc3)cc2)CC1,-1,2,-25,-1,6,41,0,0.0,1,-1
COc1cccc(C(=O)NC2CC3CCCC(C2)N3Cc2ccc(C)cc2)c1 (stereo not drawn),6,-1,-9,2,-13,7,-3,-1.4,-4,3
O=C(Nc1cccc(O)c1)c1ccc(C(F)(F)F)cc1,-4,22,-35,4,-166,15,-1,2.2,14,2
O=[N+]([O-])c1ccc2nc(-c3ccc(OC(F)F)cc3)cn2c1,0,19,-18,2,-32,11,-2,0.1,7,17*
CC(C)Cc1nnc(NC(=O)CCC(=O)Nc2ccccc2)s1,-2,10,-15,-2,9,23,4,-0.4,5,-4
Cc1cccc(NC(=O)c2cnn(C)c2)c1C,-1,44,2,-2,45,22,1,1.4,4,-2
O=C(Nc1ccc(-c2nc3cc(Cl)ccc3c(=O)o2)cc1)c1ccco1,-4,-3,-6,3,-10,40,-3,-0.5,4,0
CCCCNc1c(-c2ccc(-c3ccc(C(C)=O)cc3)c(OC)c2)nc2cnccn12,.,-1,.,-2,-14,12,3,0.2,5,.
CCOc1ccc(NS(=O)(=O)c2ccc(C(=O)NCc3cccnc3)cc2)cc1,.,-8,.,0,2,.,.,0.5,-4,.
CCOc1ccc(/C(O)=C2/C(=O)C(=O)N(CCOCCO)C2c2cccnc2)cc1 (stereo not drawn),2,14,3,-2,5,21,2,-0.3,-2,-2
CCn1c(=N)c(S(=O)(=O)c2ccc(C)cc2)cc2c(=O)n3ccccc3nc21,-4,15,-6,-1,25,3,1,-0.5,-2,5
CCSc1cc(C)nc2c(-c3ccccc3)c(C)nn12,0,1,-4,-7,22,3,2,0.4,1,-3
Cc1ccc(NC(=O)NC2CCCCCCC2)cc1,8,.,-182,.,.,29,2,.,.,-3

Not a hit list; overall some 4.7% were active at least once.
